Bioassay records: PubChem BioAssay, several laboratories
Rab2A wt mod: changes GTP binding to wildtype dog Rab2A, up or down. GTP binding activity, % at 10 µM. hit rate 0.19% among 190,000. P61105. AID 760. GST-Rab2 wt beads, Bodipy-GTP binding, flow cytometry;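 active = GTP binding activity at least 20 points away from 100%, either lowered or raised; inconclusive = signal likely due to the compound's own green fluorescence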;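 also: 0% = beads with excess unlabeled GTP and 100% = no-compound control corrected for plate trend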
Rac1 wt GTP bind: modulators of human Rac1 wildtype GTP binding | GTP binding activity (% of control), % at 10 µM | hit rate 0.27% among 190,000 | GST-Rac1 beads, fluorescent GTP binding, flow cytometry; actives lie on both sides; 0 = cold GTP competed, 100 = untreated | P63000;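 active = GTP binding activity at least 20 points away from the 100% control level, either lower or higher; inconclusive = compound flagged as likely green fluorescent, judged across all proteins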
Pf gamet viab: inhibitors of late stage P. falciparum gametocyte viability | P. falciparum stage V gametocytes, ATP luminescence, 24 h | inhibition, % at 10.9 µM | hit rate 0.065% among 150,000;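 active = inhibition above the mean plus 3 SD of compounds within the control limits, set per campaign, cut at about 38% in these data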;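 also: 0% = DMSO wells and 100% = medium only without gametocytes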
Avidin fluor: avidin bead compound fluorescence profile; AID 1775; fluorescence (KMESF) at 10 µM; Avidin beads, compound fluorescence 488/530 nm, flow cytometry; active compounds read high; hit rate 0.38% among 220,000; in the data active = fluorescence above about 47; also: inactives centre near 10
Cdc42 wt GTP: modulators (inhibitors or activators) of GTP binding to human Cdc42 wildtype; hit rate 0.2% among 190,000; AID 761; GST-Cdc42 beads, Bodipy-GTP binding, flow cytometry; actives lie on both sides; P60953; percent activity (GTP binding), % at 10 µM;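 active = percent activity GTP binding at least 20 points away from the 100% baseline, either down as inhibitor or up as activator; inconclusive = compound flagged as likely green fluorescent from well-wide comparison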;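 also: median bead fluorescence of bound Bodipy-FL-GTP at 100 nM; 0% = excess unlabeled GTP control and 100% = no compound control; below 100% means less GTP binding so inhibitor and above means activator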
Target sequence (P60953 whole entry, looked up): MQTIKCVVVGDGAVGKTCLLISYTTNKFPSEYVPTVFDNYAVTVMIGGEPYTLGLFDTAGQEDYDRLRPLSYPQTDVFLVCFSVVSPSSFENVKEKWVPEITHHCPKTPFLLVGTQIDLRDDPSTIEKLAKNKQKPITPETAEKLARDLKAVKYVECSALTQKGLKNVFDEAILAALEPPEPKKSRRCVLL
Mcl1-Bid inh: disrupts binding of human Mcl-1 to Bid peptide. inhibition, % at 21.7 µM. hit rate 0.97% among 220,000. TR-FRET Mcl-1/Bid-Dy647 peptide binding, 1536-well;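 active = compounds that cut the binding signal by more than half at the single screening dose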;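 also: His-tagged Mcl-1 with europium anti-His antibody binding Bid BH3 peptide; 0% = Mcl-1 plus peptide wells and 100% = peptide-only wells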
Target sequence (Q07820 whole entry, looked up): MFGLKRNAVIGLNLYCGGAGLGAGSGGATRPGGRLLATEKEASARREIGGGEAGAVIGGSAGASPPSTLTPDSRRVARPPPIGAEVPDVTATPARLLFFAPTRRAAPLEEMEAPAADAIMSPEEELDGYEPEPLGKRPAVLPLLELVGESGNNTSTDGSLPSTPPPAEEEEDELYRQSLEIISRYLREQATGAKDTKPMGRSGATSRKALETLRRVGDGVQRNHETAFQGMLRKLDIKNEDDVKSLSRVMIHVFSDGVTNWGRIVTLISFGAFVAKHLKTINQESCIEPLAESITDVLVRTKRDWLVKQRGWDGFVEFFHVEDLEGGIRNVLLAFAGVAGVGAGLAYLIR
Mcl1-Noxa inh: disrupts binding of human Mcl-1 to Noxa peptide. inhibition, % at 21.7 µM. TR-FRET Mcl-1/Noxa peptide binding, 2 h. Q07820. AID 1022. hit rate 1.5% among 220,000;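 active = compounds that cut the protein-peptide binding signal by more than 50% relative to plate controls in a single-dose test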;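 also: His-tagged Mcl-1 with rhodamine Noxa BH3 peptide and terbium anti-His antibody; 0% = Mcl-1 plus Noxa peptide wells and 100% = peptide-only wells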
Rab7 wt modul: alters GTP binding to wildtype dog Rab7; GST-Rab7 beads, fluorescent GTP binding, flow cytometry; actives lie on both sides; untreated = 100%, excess cold GTP = 0%; GTP binding activity (percent of control), % at 10 µM; hit rate 0.055% among 190,000; AID 758;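 active = fluorescent GTP binding to Rab7 beads changed by at least 20 points from the 100% baseline, either direction, mostly lower; inconclusive = compound itself probably fluorescent, or too few beads counted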;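 also: median green fluorescence of bound Bodipy-FL-GTP per Rab7 bead population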
Rac1 act GTP bind: modulators of GTP binding to human Rac1 activated mutant. P63000. GST-Rac1 activated beads, fluorescent GTP binding, flow cytometry; actives lie on both sides; 100% means binding = to untreated wells. percent activity (GTP binding), % at 10 µM. hit rate 0.11% among 190,000. AID 764;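 active = GTP binding at least 20 percentage points away from the 100% baseline, in either direction, so actives lie on both sides; inconclusive = Compound likely fluorescent itself, or too few beads counted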
Bim-Mcl-1: human Bim-Mcl-1 interaction inhibition; inhibition, % at 10 µM; Bead-based flow cytometry, Bim peptide-Mcl-1 binding; hit rate 0.1% among 190,000; AID 1009; Q07820; in the data active = inhibition above about 40%;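 also: 0% = no compound tracer wells and 100% = peptide blocker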
HRas wt GTP bind: human HRas wildtype GTP binding, change in either direction; AID 759; GST-Ras wt beads, Bodipy-FL-GTP binding, flow cytometry; actives lie on both sides; P01112; GTP binding activity, % at 10 µM; hit rate 0.14% among 190,000;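 active = GTP binding activity at least 20% away from the 100% baseline, either lowered as inhibitor or raised as activator; inconclusive = flagged as likely green fluorescent, judged across all proteins in the well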;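 also: 0% = unlabeled GTP competition control and 100% = no-compound control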
Target sequence (P01112 whole entry, looked up): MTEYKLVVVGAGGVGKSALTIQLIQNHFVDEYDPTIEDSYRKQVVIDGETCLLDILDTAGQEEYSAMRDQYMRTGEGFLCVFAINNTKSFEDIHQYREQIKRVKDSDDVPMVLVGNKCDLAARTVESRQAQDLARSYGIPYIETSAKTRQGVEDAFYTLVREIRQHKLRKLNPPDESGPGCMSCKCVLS
* hit, by the source's call; ? = inconclusive; nt = not tested or not shown. Outcome played no part in choosing rows (roughly 2.7% active in at least one column).

SMILES | Rab2A wt mod | Rac1 wt GTP bind | Pf gamet viab | Avidin fluor | Cdc42 wt GTP | Mcl1-Bid inh | Mcl1-Noxa inh | Rab7 wt modul | Rac1 act GTP bind | Bim-Mcl-1 | HRas wt GTP bind
Cc1ccc(NC(=O)c2ccc(NS(=O)(=O)c3c(C)noc3C)cc2)cc1C | 102 | 109 | 0 | 34 | 104 | -10 | -15 | 104 | 102 | -3 | 103
COCC(N)(c1ccccc1)c1nc2ccccc2n1C (centres undefined) | 97 | 100 | -5 | 12 | 99 | -15 | -21 | 98 | 97 | -1 | 97
O=C1CC(N2CCN(c3ccc(C(=O)c4ccc(F)cc4)cc3)CC2)C(=O)N1 (centres undefined) | 93 | 96 | 11 | 36 | 94 | -16 | 12 | 91 | 95 | -7 | 93
O=C(COC(=O)c1c2c(nc3ccccc13)/C(=C/c1ccco1)CC2)NC1CCCC1 | 97 | 100 | -4 | 8 | 98 | -5 | 98* | 99 | 96 | 5 | 100
COc1ccc(C2NC(=O)c3sc(=S)n(-c4ccccc4)c3N2)cc1 (centres undefined) | 101 | 109 | nt | 8 | 103 | 4 | 19 | 102 | 100 | 1 | 102
COc1ccc2[nH]c(=O)c(CN(Cc3cccs3)Cc3nnnn3Cc3ccccc3)cc2c1 | 97 | 95 | 22 | 15 | 96 | -4 | -1 | 97 | 96 | -2 | 100
O=C(NNC(=O)C1CCN(Cc2ccc(Cl)c(Cl)c2)CC1)c1cccs1 | 97 | 100 | nt | 5 | 96 | -27 | 17 | 99 | 95 | 2 | 95
CC(C)c1nnc(NC(=O)c2cccc(NC(=O)C(F)(F)F)c2)s1 | 92 | 95 | 8 | 11 | 93 | -7 | 16 | 95 | 94 | -2 | 92
COc1ccccc1/C=C/C(=O)Nc1ccc(N2CCOCC2)cc1 | 96 | 102 | -10 | 10 | 96 | -29 | 10 | 107 | 95 | 0 | 98
CCn1ncc([N+](=O)[O-])c1C(=O)n1nc(C)cc1C | 101 | 107 | -4 | 11 | 105 | -7 | -3 | 102 | 102 | -1 | 101
CC(=O)N1CCN(Cc2ccc(Br)s2)CC1 | 100 | 96 | nt | 28 | 100 | 6 | 23 | 99 | 96 | -3 | 100
Cc1nn(C(=O)c2ccco2)c(C)c1Sc1ccc(Cl)cc1 | 99 | 102 | -25 | 11 | 99 | -9 | 11 | 101 | 98 | -4 | 100
CCOC(=O)N1CCN(C(=S)NC)CC1 | 103 | 103 | nt | 13 | 102 | -73 | -6 | 104 | 99 | 1 | 103
COc1ccc(C2C3=C(N=C4SCC(=O)N42)c2ccccc2CC3)cc1 (centres undefined) | 98 | 100 | nt | 30 | 99 | -28 | 14 | 97 | 96 | -2 | 98
COc1ccc(/C=C/c2nc(-c3ccccc3O)n[nH]2)cc1 | 96 | 98 | 21 | 3 | 101 | -65 | 7 | 95 | 97 | -3 | 101
O=C(CC(=O)NC1CCCCC1)N/N=C/c1ccccc1F | 94 | 96 | nt | 10 | 94 | -6 | 14 | 88 | 98 | 0 | 95
CC(Cl)C(=O)NC(=O)NC12CC3CC(CC(C3)C1)C2 (centres undefined) | 97 | 104 | -27 | 24 | 101 | -3 | 3 | 103 | 97 | -4 | 101
O=C(Nc1nncs1)c1ccccc1Br | 100 | 106 | 16 | 31 | 101 | 5 | 3 | 97 | 99 | -6 | 100
CCOC(=O)c1c(C)nc2cc(C)ccn12 | 100 | 103 | 11 | 26 | 100 | -3 | -5 | 100 | 100 | 11 | 99
Cc1ccc2nc3sc(C(=O)N4CCOCC4)c(N)c3cc2c1 | 102 | 105 | 16 | 36 | 102 | -49 | 14 | 101 | 100 | 0 | 101
Cc1c(CCO)c(=O)n(-c2ccccc2)n1S(=O)(=O)c1ccc([N+](=O)[O-])cc1 | 97 | 97 | 10 | 12 | 94 | -29 | 17 | 103 | 93 | 0 | 97
CCc1nn(-c2cc(Oc3ccccc3)nc(-c3ccccc3)n2)c(N)c1C#N | 97 | 99 | nt | 8 | 97 | -17 | 2 | 98 | 97 | 2 | 97
COc1ccccc1N1CCN(c2nc3ccccc3nc2C(C#N)C(=O)OC(C)C)CC1 (centres undefined) | 103 | 106 | 6 | 10 | 101 | -2 | 12 | 108 | 101 | 0 | 103
Cc1nn(Cc2ccccc2)c(C)c1NC(=O)CSc1nc(-c2ccccc2)nc2c1cnn2-c1ccccc1 | 103 | 105 | -4 | 36 | 103 | 80* | 28 | 102 | 101 | 0 | 103
O=C(CN(Cc1ccccc1C(F)(F)F)C(=O)CNC(=O)c1ccco1)NC1CCCC1 | 100 | 112 | nt | 104* | 105 | 4 | 18 | 99 | 100 | -1 | 100
Cc1ccc(C)c(N(C)C(=O)COc2cc(=O)n(C)c3ccccc23)c1 | 103 | 106 | nt | 15 | 102 | -14 | 8 | 101 | 99 | 4 | 102
CCc1[nH]nc2c1C(Cc1ccccc1)C(C#N)=C(N)O2 (centres undefined) | 97 | 106 | nt | 21 | 100 | -46 | -12 | 97 | 100 | -2 | 100
Cc1nn(CC(=O)N2CCOCC2)c(C)c1[N+](=O)[O-] | 101 | 102 | nt | 4 | 102 | 3 | 5 | 100 | 100 | -1 | 101
CC(=O)c1ccc(Sc2ccc(C(C)=O)cc2)cc1 | 98 | 102 | 3 | 8 | 100 | -43 | -13 | 101 | 101 | -10 | 98
O=c1c2sccc2nc(SCc2cc(=O)n3cc(Cl)ccc3n2)n1Cc1ccccn1 | ? | ? | -22 | 13 | ? | -16 | 0 | ? | ? | -2 | ?
CC(=O)NC(C)C12CC3CC(CC(C(=O)O)(C3)C1)C2 (centres undefined) | 100 | 103 | -19 | 8 | 103 | -2 | 24 | 97 | 98 | -5 | 97
CCc1ccc(Cn2nnc(C(=O)Nc3ccc(OC)cc3OC)c2N)cc1 | 98 | 96 | nt | 4 | 97 | -20 | 25 | 100 | 96 | -3 | 97
Cc1c(NC(=O)CSc2nnc(-c3ccco3)n2-c2ccccc2)c(=O)n(-c2ccccc2)n1C | 92 | 90 | nt | 16 | 90 | 1 | -9 | 92 | 93 | -1 | 91
COc1cc(C(=O)OCCc2c(C)nc3nc[nH]n3c2=O)cc(OC)c1OC | 96 | 109 | nt | 26 | 94 | -4 | 22 | 101 | 98 | -8 | 99
CCN1CCCC1CN(Cc1cc2ccc(C)cc2[nH]c1=O)C(=S)Nc1ccc(OC)cc1OC (centres undefined) | 100 | 107 | nt | 7 | 101 | -41 | 15 | 100 | 101 | -6 | 102
Clc1ccc(Cn2cc(/C=N/n3cnnc3)c3ccccc32)c(Cl)c1 | 100 | 102 | -3 | 8 | 101 | -40 | 21 | 99 | 100 | 4 | 103
Cc1cc2nc(CCN(Cc3cccnc3)C(=S)Nc3ccc(F)cc3)[nH]c2cc1C | 97 | 97 | 6 | 9 | 96 | -49 | -4 | 98 | 96 | -1 | 98
Cc1nnc(SCC2=C(C(=O)O)N3C(=O)C(NC(=O)Cn4nc(C(F)F)c(Cl)c4C)C3SC2)s1 (centres undefined) | 102 | 103 | -8 | 9 | 99 | -29 | 11 | 94 | 103 | -3 | 103
CC[n+]1c(C=C2C=C(C)OC(C)=C2)sc2ccccc21 | 96 | 103 | 6 | 23 | 98 | -19 | -18 | 96 | 96 | -2 | 98
O=C(OCc1nnc(-c2ccccc2)o1)c1ccc2c(c1)C(=O)N(CCc1ccccc1)C2=O | 95 | 94 | nt | 23 | 91 | -9 | -17 | 95 | 95 | 0 | 93
CCOC(=O)c1sc(C)nc1C1CCN(C(=O)OCC)CC1 | 99 | 102 | nt | 6 | 102 | -41 | 3 | 102 | 99 | -105 | 102
CCOC(=O)C1=C(C)NC(=S)NC1c1ccc(C)s1 (centres undefined) | 101 | 101 | -4 | 8 | 96 | -42 | 11 | 106 | 101 | 0 | 99
C=CCn1c(SC)nc2sc3c(c2c1=O)CCc1ccccc1-3 | ? | ? | nt | 10 | ? | -31 | 8 | ? | ? | -2 | ?
O=S(=O)(c1ccc(F)cc1)N1CC2CCCN2c2ccc(C(F)(F)F)cc21 (centres undefined) | 99 | 100 | -28 | 36 | 102 | -25 | -3 | 100 | 98 | -3 | 100
CCCS(=O)(=O)N1CCC(C(=O)NCCCOC)CC1 | 103 | 105 | nt | 5 | 105 | -12 | -4 | 102 | 99 | 1 | 106
O=C(CN1C(=O)NC2(CCCCCCC2)C1=O)N1CCN(C(=O)c2ccco2)CC1 | 102 | 114 | -39 | 8 | 109 | -8 | 18 | 99 | 101 | 0 | 102
O=C(CSCc1ccccc1)N1CCN(c2ccccc2)CC1 | 100 | 104 | -41 | 6 | 100 | -30 | 17 | 101 | 98 | -4 | 102
Cc1cc(C)n(C(=O)C2CCCN2S(=O)(=O)c2ccc(Cl)cc2)n1 (centres undefined) | 101 | 101 | nt | 27 | 100 | 9 | 20 | 100 | 99 | -4 | 99
O=c1[nH]c2cc(Cl)ccc2n(CCNc2ncc(C(F)(F)F)cc2Cl)c1=O | 103 | 96 | 5 | 18 | 101 | -22 | 12 | 107 | 94 | -2 | 101
COc1ccc2oc(=O)c(C(=O)NCc3ccco3)cc2c1 | 100 | 95 | -28 | 8 | 96 | -24 | -6 | 99 | 97 | -1 | 100

3 structures out of the list, sorted by SMILES length, largest number first:
SMILES | Rab2A wt mod | Rac1 wt GTP bind | Pf gamet viab | Avidin fluor | Cdc42 wt GTP | Mcl1-Bid inh | Mcl1-Noxa inh | Rab7 wt modul | Rac1 act GTP bind | Bim-Mcl-1 | HRas wt GTP bind
O=c1c2sccc2nc(SCc2cc(=O)n3cc(Cl)ccc3n2)n1Cc1ccccn1 | ? | ? | -22 | 13 | ? | -16 | 0 | ? | ? | -2 | ?
Cc1ccc2nc3sc(C(=O)N4CCOCC4)c(N)c3cc2c1 | 102 | 105 | 16 | 36 | 102 | -49 | 14 | 101 | 100 | 0 | 101
CCOC(=O)N1CCN(C(=S)NC)CC1 | 103 | 103 | nt | 13 | 102 | -73 | -6 | 104 | 99 | 1 | 103

Reprinted at random: two records from the list, in no set order.
SMILES | Rab2A wt mod | Rac1 wt GTP bind | Pf gamet viab | Avidin fluor | Cdc42 wt GTP | Mcl1-Bid inh | Mcl1-Noxa inh | Rab7 wt modul | Rac1 act GTP bind | Bim-Mcl-1 | HRas wt GTP bind
O=C(CN1C(=O)NC2(CCCCCCC2)C1=O)N1CCN(C(=O)c2ccco2)CC1 | 102 | 114 | -39 | 8 | 109 | -8 | 18 | 99 | 101 | 0 | 102
Cc1nnc(SCC2=C(C(=O)O)N3C(=O)C(NC(=O)Cn4nc(C(F)F)c(Cl)c4C)C3SC2)s1 (centres undefined) | 102 | 103 | -8 | 9 | 99 | -29 | 11 | 94 | 103 | -3 | 103
